Source: PubChem BioAssay (National Center for Advancing Translational Sciences (NCATS))
BRCA1 expr act = qHTS Assay to Identify Small Molecule Activators of BRCA1 Expression. 1.1% of 380,000 active. Potency, µM (series often up to 46.1 µM), for inactives: at the top dose activation, actives largely listed as activators. MCF7-BRCA1-FFLuc reporter, luminescence, 48 h; response scale: scaled: vehicle 0%, 10 µM genistein 100%; active means well fitted activation curve with a large enough effect; further: nearly all actives have a fitted effect of over 80% in size; some results filed as inactive show a strong effect at the top dose
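First, MCF7-BRCA1-FFLuc cells (2000/well) attach for 2 h; next, compounds are pin-added and incubated 48 h at 37 °C; finally, luciferase reagent is added and luminescence read after 15 min.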
Active calls of the source: *. Potency means the concentration at half of the fitted maximal effect. This is a subset; count on the stated rates, not on these rows.

# | molecule | BRCA1 expr act
1 | CCc1nc2ccc(C(=O)N3CCN(C(=O)c4ccco4)CC3)cn2c1N(C)Cc1ccc(OC)cc1 | 6%
2 | O=C1CCCN1CCCNc1nc(NCc2cccs2)nc2ccsc12 | -64%
3 | Cn1c(=O)oc2cc(S(=O)(=O)N3CCCC(C(=O)NCc4ccccc4Cl)C3)ccc21 (configuration not stated) | -9%
4 | CCc1nc2ccc(C(=O)N(CC)CCN(C)C)cn2c1N(C)Cc1cccs1 | 0%
5 | COCCNc1nc(NCc2ccccc2)nc2ccsc12 | -63%
6 | COCCC(=O)N1CCOCC1c1cc(C(=O)NCc2ccccc2)no1 (configuration not stated) | 5%
7 | CCN(CC)S(=O)(=O)c1ccc(C(=O)NC2CC(=O)N(c3ccc4c(c3)OCCO4)C2)cc1 (configuration not stated) | 5%
8 | CC(C)CNC(=O)C1(C)CCCN1Cc1ccc(OC(F)(F)F)cc1 (configuration not stated) | 12%
9 | COc1cc(C)ccc1S(=O)(=O)NC(=O)C1(C)CCN1C(=O)C1(c2ccc(Cl)cc2)CCC1 (configuration not stated) | 11%
10 | CCc1nn2c(=O)cc(COC(=O)c3ccco3)nc2s1 | 5%
11 | CCC(=O)Nc1nnc2n1CCS2 | 9%
12 | O=C(NCCN1CCC(n2c(=O)[nH]c3ccccc32)CC1)c1ccc(F)c(F)c1 | 7%
13 | Oc1cccc(-c2nc3ncccn3c2Nc2cccc(C(F)(F)F)c2)c1 | -44%
14 | CC(C)C(N)c1csc(Nc2ccc(C(=O)N(C)Cc3ccccc3)cn2)n1 (configuration not stated) | -28%
15 | O=C(N[C@H](CO)c1ccccc1)[C@H]1O[C@@H](n2ccc(=O)[nH]c2=O)[C@H](O)[C@@H]1O | 3%
16 | CCC(Oc1ccccc1-c1nnc(-c2ccccc2)o1)C(=O)Nc1ccc(C(C)=O)cc1 (configuration not stated) | 0%
17 | CC1=C(C(=O)NCc2ccccc2F)C2(CCCCC2)OC1=O | 2%
18 | COc1ccc(N2CC(NC(=O)/C=C\c3ccccc3)CC2=O)cc1OC (configuration not stated) | 4%
19 | CC(=O)Nc1ccc(S(=O)(=O)NCc2ccc(C(=O)NCCN(C)Cc3ccccc3)cc2)cc1 | -7%
20 | CCOCCCNC(=O)c1cc2c(=O)[nH]c3ccccc3c2n1C | -29%
21 | CCc1ccccc1N(c1nc(-c2ccc(OC)c(OC)c2)no1)c1nc(-c2ccc(OC)c(OC)c2)no1 | -7%
22 | CCOC(=O)c1cccc(NC(=O)[C@H](CSCc2ccccc2)N2Cc3ccccc3C2=O)c1 | 0%
23 | COC(=O)c1ccc(CNC(=O)c2nc(Cn3nc(C)c(Br)c3C)no2)cc1 | -7%
24 | Cc1oc2ncn(C)c(=O)c2c1C(=O)NC(C)c1ccccc1 (configuration not stated) | 31%
25 | Cn1nc(-c2ccc(OCC(=O)Nc3cccc(C(F)(F)F)c3)cc2)c2ccccc2c1=O | 4%
26 | OCc1ccccc1-c1nc(NCc2ccccc2)nc2ccsc12 | 17%
27 | CCNC(=O)C1(C)CCN(C(=O)c2ccc3ccccc3c2)C1 (configuration not stated) | 0%
28 | CCC(CC)C(=O)N(C)c1c(C)nc2c(OCC3CCCCC3)cccn12 | -20%
29 | CSc1cccc(NS(=O)(=O)c2cn(C)c(C)n2)c1 | 0%
30 | O=c1cc(CN2CCCCCCC2)c2ccccc2o1 | 12%

Next section, overlapping the part above by two compounds.
# | molecule | BRCA1 expr act
29 | CSc1cccc(NS(=O)(=O)c2cn(C)c(C)n2)c1 | 0%
30 | O=c1cc(CN2CCCCCCC2)c2ccccc2o1 | 12%
31 | CNC(=O)OCc1nc(SC2CCCCO2)n(C)c1COC(=O)NC (configuration not stated) | 21%
32 | CCc1cccc(N2C(=O)CSC23C(=O)Nc2ccccc23)c1 (configuration not stated) | 7%
33 | O=C(CS(=O)(=O)c1cccc2nsnc12)Nc1ccccc1 | 14%
34 | CCOc1ccc(CCNC(=O)c2cc3c(=O)oc4ccc(C)cc4c3s2)cc1OCC | 12%
35 | COC(=O)c1ccc2nc(-c3ccc(F)cc3)c(Cc3cccc(F)c3)n2c1 | 10%
36 | O=C(O)C1CCCCN1c1ccccc1[N+](=O)[O-] (configuration not stated) | 12%
37 | CC(=O)c1cccc(-n2c(=O)c3c4c(sc3n(Cc3ccccc3Cl)c2=O)CN(C(C)=O)CC4)c1 | 0%
38 | NC(=O)c1cccc(-c2ccnc3c2CC(C(=O)Nc2cccc(C(F)(F)F)c2)O3)c1 (configuration not stated) | -18%
39 | CCOC(=O)c1c(C)oc2nc(C)nc(NCC3CCN(Cc4cc(C)ccc4C)CC3)c12 | 5%
40 | O=C(NCc1ccccc1)C1Cc2c(-c3ccc4c(c3)OCO4)ccnc2O1 (configuration not stated) | -67%
41 | O=C(NC1(C(F)(F)F)N=C(c2ccccc2)N(Cc2ccccc2)C1=O)c1ccc(F)cc1 (configuration not stated) | -18%
42 | O=C(CC1(O)C(=O)N(Cc2ccccc2)c2ccc(Br)cc21)c1ccccc1 (configuration not stated) | -48%
43 | COC(=O)c1ccccc1NC(=O)c1cnn(-c2ccc(F)cc2)c1-n1cccc1 | -37%
44 | Cc1ccc(S(=O)(=O)N2CCC(=O)N([C@H](COCc3cccc(C(F)(F)F)c3)C(C)C)CC2)cc1 | 0%
45 | CCOC(=O)Cn1c(=O)n(CC2CCCO2)c2nc(-c3ccccc3)nc(C(N)=O)c21 (configuration not stated) | -4%
46 | Cc1cccc(N2CCN(C(=O)c3cc4c(=O)oc5ccccc5c4s3)CC2C)c1 (configuration not stated) | 1%
47 | CC(C)c1ccc(NC(=O)CN2C(=O)CCc3cc(S(=O)(=O)N4CCOCC4)ccc32)cc1 | -1%
48 | Cc1ccccc1-c1csc(C(C)(O)c2ccc(F)c(F)c2)n1 (configuration not stated) | 0%
49 | Cc1cccc(Cc2c(C)nc3nc(SCC(=O)NCc4ccccc4)nn3c2C)c1 | -40%
50 | Cc1cccc(-c2cc(NC(=O)C(C)(C)C)n(-c3ccccc3)n2)c1 | 0%
51 | COc1cccc(C2=NN(S(C)(=O)=O)C(c3cn(-c4ccccc4)nc3-c3cccs3)C2)c1 (configuration not stated) | 22%
52 | COCCNC(=O)C1CCCN(C(=O)c2ccnc(Cl)c2)CC1 (configuration not stated) | -1%
53 | CCCS(=O)(=O)NC(=O)C1(C)CCCN(C(=O)c2ccnc(Cl)c2)C1 (configuration not stated) | 12%
54 | Cn1ccnc1SCC(=O)Nc1cccc(Br)c1 | 61%
55 | COc1ccc(S(=O)(=O)c2cn(Cc3ccccc3)c3ccc(OC)cc3c2=O)cc1 | -11%
56 | CCn1cc2nc(SCc3cccc(C(F)(F)F)c3)n(CCc3ccccc3)c(=O)c2n1 | -29%
57 | COC(=O)c1c(SC)nc2ccccc2c1OCc1ccccc1C | 0%
58 | CC(=O)N1CCc2c(sc3c2c(=O)n(-c2cc(Cl)ccc2C)c(=O)n3Cc2ccccc2F)C1 | -41%
59 | CCc1ccccc1NC(=O)CSc1nc2ncccc2o1 | 3%
60 | CCCCNC(=O)CCCn1c(=O)c2ccccc2n(Cc2ccccc2C)c1=O | -5%

Carrying on.
# | molecule | BRCA1 expr act
61 | Cc1cc(C)cc(Cn2cc(CN3CC(N(C)C)CS3(=O)=O)nn2)c1 (configuration not stated) | 9%
62 | Cc1cccc(C)c1NC(=O)Nc1nc(CN(C)C)cs1 | 22%
63 | CCOc1cc(C#N)c(-n2nnc3c(sc4nc(C)cc(C)c43)c2=O)cc1OCC | 15%
64 | CCCNC(=O)c1cc(C2CCCCN2S(=O)(=O)c2cn(C)cn2)on1 (configuration not stated) | 20%
65 | COc1ccc(C(C)(O)c2nc(-c3ccc4ccccc4c3)cs2)cc1 (configuration not stated) | -28%
66 | COc1cc(N)ccc1Nc1c2ccccc2nc2ccccc12 | 1%
67 | CCOC(=O)[C@]12CCC=C1N(CCC1=CCCCC1)C(=O)[C@H](CC(=O)NCCc1ccccc1OC)C2 | -2%
68 | CCc1ccccc1NC(=O)CN1C(=O)c2ccccc2Sc2ncccc21 | -8%
69 | Cc1cc(C)c(S(=O)(=O)NN=C2c3ccccc3[C@H]3Cc4csc[n+]4[C@@H]23)c(C)c1 | -50%
70 | COCCCN1C(=O)C(CC(=O)NCc2cccs2)CC(C(=O)N(C(C)C)C(C)C)=C1C (configuration not stated) | -6%
71 | CNc1cccc(-c2ccccc2C(C)=O)n1 | -10%
72 | COc1ccc(-c2nc3ccc(Br)cn3c2Cc2ccccc2C(F)(F)F)cc1OC | -4%
73 | COC(=O)CC1Oc2ccc(F)cc2-n2cc(-c3ccc(C)cc3)nc21 (configuration not stated) | 9%
74 | CCc1nc2ccc(C(=O)NCCCN3CCCC3=O)cn2c1N(CC)CCN(C)C | 10%
75 | Cc1[nH]c2ccccc2c1C(=O)COC(=O)c1ccccc1SCC(=O)N1CCCC1 | 2%
76 | COc1ccc(Cl)c(-c2cc(C(=O)NC(C)C)[nH]n2)c1 | -22%
77 | COc1ccc(-c2[nH][nH]c(=O)c2NC(=O)c2ccc(C)cc2)cc1 | -2%
78 | O=C(C[N+]1(CCO)CCOCC1)c1ccc2ccccc2c1 | 13%
79 | CCOC(=O)C1=C(CS(=O)(=O)c2ccc(F)c(C)c2)NC(=O)NC1c1ccc(F)c(F)c1 (configuration not stated) | -46%
80 | O=C(NCCc1ccc(Cl)cc1)c1ccc2c(c1)N(Cc1ccc(F)cc1Cl)C(=O)CS2 | -32%
81 | CCOc1ccc(CNC(=O)C2CCCN(S(=O)(=O)c3ccc4c(c3)CCCC(=O)N4)C2)cc1 (configuration not stated) | 10%
82 | Cc1nc2c(OCc3ccc(Cl)cc3Cl)cccn2c1N(C)CC1CC1 | -33%
83 | CCCCN(CCCNC(=S)NCCCc1cnc[nH]1)c1ccc(Br)cn1 | -26%
84 | CCOC(=O)CC(NC(=O)CCc1c(C)nc2c(c(C)nn2-c2ccc(C)c(C)c2)c1C)c1ccc(C)cc1 (configuration not stated) | -3%
85 | CCCNC(=O)C1(C)CCN(C(=O)c2c(Cl)cccc2Cl)C1 (configuration not stated) | 7%
86 | Cc1nn(C(=O)c2cccc(F)c2)c(C)c1S(=O)(=O)N1CCOCC1 | 1%
87 | CC1(C(=O)NCc2ccccc2Br)CCN1Cc1ccc(-c2ccccn2)cc1 (configuration not stated) | -47%
88 | COc1ccc(N2CCN(C(=O)c3cc(S(=O)(=O)N4CCC(C)CC4)cn3C)CC2)cc1 | -15%
89 | Cc1ccc(NC(=O)Cn2c(=O)ccc3cc(S(=O)(=O)N4CCC(C)CC4)ccc32)cc1Cl | 14%
90 | C#CCNC(=O)C[C@@H]1C[C@@]2(C(=O)OCC)CCC=C2N(Cc2ccc(Cl)cc2Cl)C1=O | 9%

Pulled by compound from the entries so far:
# | molecule | BRCA1 expr act
46 | Cc1cccc(N2CCN(C(=O)c3cc4c(=O)oc5ccccc5c4s3)CC2C)c1 (configuration not stated) | 1%
17 | CC1=C(C(=O)NCc2ccccc2F)C2(CCCCC2)OC1=O | 2%
23 | COC(=O)c1ccc(CNC(=O)c2nc(Cn3nc(C)c(Br)c3C)no2)cc1 | -7%
11 | CCC(=O)Nc1nnc2n1CCS2 | 9%
48 | Cc1ccccc1-c1csc(C(C)(O)c2ccc(F)c(F)c2)n1 (configuration not stated) | 0%
77 | COc1ccc(-c2[nH][nH]c(=O)c2NC(=O)c2ccc(C)cc2)cc1 | -2%

(further entries)
# | molecule | BRCA1 expr act
91 | Cc1ccc(NC(=O)c2oc3ccccc3c2NC(=O)C23CC4CC(CC(C4)C2)C3)cc1 | 0%
92 | Cc1c(C(=O)NCc2ccc(C(F)(F)F)cc2)sc(=O)n1Cc1cccc(F)c1 | -29%
93 | CCCCNC(=O)C[C@@H]1C[C@@]2(C(=O)OC)CCCCC=C2N(Cc2ccccc2)C1=O | -17%
94 | COc1ccc(NC(=O)C2(C)Cc3c(-c4ccc(N(C)C)cc4)ccnc3O2)cc1 (configuration not stated) | -46%
95 | Fc1cc(Cl)cc2ccc(-c3ccccc3)nc12 | -45%
96 | CC(C)(C)c1ccc(CC(=O)N2CCC2(C)C(=O)NCc2ccc(Cl)cc2)cc1 (configuration not stated) | -20%
97 | CN(C)c1ccc(CNC(=O)c2ccc(NC(=O)N3CCCCc4ccccc43)cc2)cc1 | 7%
98 | CC(C)NC(=O)C1(C)CCN1C(=O)c1cccc(F)c1 (configuration not stated) | 25%
99 | CC(C)CNC(=O)C1(C)CCCCCN1C(=O)c1cc2ccccc2s1 (configuration not stated) | -5%
100 | CC1(C(=O)NS(=O)(=O)c2cccc(Cl)c2)CCN1C(=O)C1CCCCC1 (configuration not stated) | 8%
101 | O=c1cc(CN2CCN(S(=O)(=O)c3ccccc3)CC2)nc2sc(-c3ccccc3Cl)nn12 | 7%
102 | CCOC(=O)C1=CCN(S(=O)(=O)c2ccc(C)cc2)C1c1ccc(C)cc1 (configuration not stated) | 0%
103 | COC(=O)c1ccc2nc(C(C)(C)C)c(Cc3ccc(OC)cc3C)n2c1 | 8%
104 | COc1ccc(C(c2nnnn2Cc2ccccc2)N2CCN(C/C=C/c3ccccc3)CC2)cc1 (configuration not stated) | -28%
105 | Cc1ccc(CN2C(=O)C(O)(c3c(C)[nH]c4ccccc34)c3ccccc32)cc1 (configuration not stated) | 4%
106 | Cc1ccc(NC(=O)Cn2c(=O)c3ccc(Cl)cc3n3nncc23)cc1 | 51%
107 | CC(C)NC(=O)C1(C)CCN1C(=O)C1(c2ccccc2)CCCC1 (configuration not stated) | -6%
108 | Cc1cccc(Oc2nc3c(c(=O)n(C)c(=O)n3C)n2Cc2ccccc2)c1C | 12%
109 | CC(=O)Nc1cc(-c2ccc(C(=O)N3CCOCC3)cc2)cn2c(-c3ccc(F)cc3)cnc12 | -3%
110 | COCCCNC(=O)c1cccc2c(-c3ccnn3C)coc12 | 15%
